Compound activity deposited in PubChem by National Center for Advancing Translational Sciences (NCATS).
TGFb inhibitor: inhibitors of TGF-b signaling; HepG2 CAGA-GFP TGF-b/SMAD3 reporter, GFP fluorescence, 18 h; TGF-beta stimulated, 500 pg/mL final; Potency, µM (top dose mostly 46.1 µM), inactives show at the top dose activity, negative = inhibition, actives largely listed as inhibitors; 410,000 tested, 1.2% active; note: potency is the fitted concentration of half-maximal effect; % is set by controls: 0 for no effect and ±100 for the full control effect; nearly all actives have a fitted effect of over 65% in size
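HEPG2 CAGA-GFP cells (1000/well, DMEM with 1% FBS) were pre-incubated 2 h at 37 degrees C, given compound by pin tool, then stimulated with TGF-beta at 500 pg/mL final for 18 h before per-cell GFP fluorescence imaging.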
Nrf2 ARE act: Nrf2 pathway activation | AREc32 ARE-luciferase reporter (MCF7-derived line), luminescence, 24 h | Potency, µM (doses to about 46.1 µM), without a hit: at the top dose activation, hits mostly activators | 410,000 tested, 0.31% active | AID 624171; note: potency is the fitted concentration of half-maximal effect; % of control where 0% means no effect; nearly all actives have a fitted effect of over 65% in size
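For detection, Steady-Glo was added and plates sat 30 min at RT; before that, AREc32_Fluc cells grown overnight in OPTI-MEM/5% FBS had been treated with 23 nL compound for 24 hr at 37 deg C.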
Akt phos inh: blocks phosphorylation of Akt; Neuro2A IGF-stimulated pAkt S473 HTRF, 20 min; hits give low values; activity change, % for hits at 50 µM; 360,000 tested, 0.32% active; in the data active = activity change below about -80%; inconclusive = mostly about -51% to -80%; note: % is set by controls: 0 for no effect and ±100 for the full control effect
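Neuro2A cells (4,500/well, DMEM with 0.5% FBS) were treated with compound at a single 50 µM final concentration, stimulated with 6 nM IGF for 20 min at 37 °C, and lysed. Phospho-Akt Ser473 was read by HTRF as 665/615 ratio ×10^4.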
A549 viability: counter-screen for Nrf2 inhibitors: cytotoxicity in A549 cells; A549 ARE-Fluc cells, CellTiter-Fluor viability, 18-24 h; Potency, µM (doses to about 46 µM), for the others: at the top dose activity change, negative = cytotoxicity, most hits filed as inhibitors; 390,000 tested, 0.16% active; AID 504648; note: potency is the fitted concentration of half-maximal effect; % is set by controls: 0 for no effect and ±100 for the full control effect
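A549 ARE_Fluc cells in 5% FBS OPTI-MEM were exposed to compounds in concentration-response for 18-24 h at 37 deg C. Viability was read by CellTiter-Fluor fluorescence (Ex 405/Em 525) after 30 min, before the luciferase read.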
CCT modulator: cytosolic chaperonin activity modulation; purified chaperonin ATPase assay, HTRF ADP detection, 30 min; activity change, % (concentration not given with the values), hits read low; 360,000 tested, 0.3% active; AID 651819; in the data active = activity change below about -30%; note: % is set by controls: 0 for no effect and ±100 for the full control effect
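Enzyme 40 or 20 nM (batch-dependent) in Tris pH 7.4/KCl/MgCl2/DTT; cpd 76 uM single point; ATP 10 uM; 30 min 37 °C; Transcreener ADP HTRF detection, 30 min RT; ratio 665/615.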
ATXN viability: cell viability loss in ATXN counter-screen; S2 cells (HEK-293 line with an ATXN2-luciferase reporter) viability, CellTiter-Fluor protease fluorescence, 24 h; Potency, µM (titrated, usually from 56.7 µM), usual class: cytotoxic; 400,000 tested, 0.49% active; AID 651635; note: potency is the fitted concentration of half-maximal effect; nearly all actives have a fitted effect of over 40% in size
HepG2 tox: counter-screen for TGF-b inhibitors: cytotoxicity in HepG2 cells | 410,000 tested, 0.76% active | Potency, µM (doses to about 46.1 µM), for the others: at the highest dose activity change, negative = cytotoxicity, usual class: cytotoxic | AID 588856 | HepG2 CAGA-GFP viability, ATP luminescence, 18 h; note: potency is the fitted concentration of half-maximal effect; some results filed as inactive show a strong effect at the top dose
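CellTiter-Glo luminescence gave cytotoxicity after 18 hours at 37 degrees C. The cells were HepG2 CAGA-GFP in 1% FBS DMEM, stimulated with 500 pg/mL TGF-beta after compound addition. %Activity was normalised to no-cell wells (complete cell-killing) and DMSO (no toxicity), and curves were fitted and classified.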
Mm-Cpn inhibitor: inhibitors of Methanococcus maripaludis chaperonin (MmCpn) | purified Mm-Cpn ATPase, ADP Transcreener TR-FRET | Potency, µM (highest dose often 76.9 µM), for inactives: at the highest dose activity, negative = inhibition, usual class: inhibitors | 330,000 tested, 0.031% active; note: potency is the fitted concentration of half-maximal effect; % is set by controls: 0 for no effect and ±100 for the full control effect; nearly all actives have a fitted effect of over 80% in size
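Quantitative HTS used 25 nM Mm-CPN and 10 uM ATP in magnesium/KCl Tris buffer, pH 7.4, with 1 mM DTT. Hydrolysis ran 30 min at 37°C; ADP was read by HTRF.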
Nrf2 block: Nrf2 pathway inhibition | A549 ARE-Fluc reporter, luciferase luminescence, 18-24 h | Potency, µM (doses to about 46 µM), without a hit: top-dose activity change, negative = inhibition, usual class: inhibitors | 360,000 tested, 2.1% active | AID 504444; note: potency is the fitted concentration of half-maximal effect; % is set by controls: 0 for no effect and ±100 for the full control effect; nearly all actives have a fitted effect of over 60% in size
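A549 ARE_Fluc cells (5000/well, 5% FBS OPTI-MEM) pre-incubated 2 h, then treated with compounds 18-24 h at 37C/5% CO2 in concentration-response. CellTiter-Fluor viability read first; BugLite luciferase luminescence after 15 min at room temperature gives Nrf2 activity.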
* marks the source's active call; other numbers are inactive results; i = inactive; ? = inconclusive; · = no result given; [ ] = another dose, or the depositor's remark. Unless noted, calls come from the whole dose curve; as a rule, active = well fitted curve in the direction sought with a large enough effect; inconclusive = small, poorly fitted or top-dose-only effect, or another doubt; inactive = no such curve, though single readings can be large; an effect the other way counts as inactive or inconclusive.

[1] Cn1nc(C(=O)OCC(=O)c2ccc[nH]2)c2ccccc2c1=O
[2] COC(=O)c1cccc(CC2(C)C(=O)Nc3cc(-c4ccccc4Cl)ccc32)c1 (stereo not drawn)
[3] COCCNC(=O)Cc1cn(C)c2ccccc12
[4] Cc1sc2ncn(CC(=O)N(C)c3ccc(C(C)C)cc3)c(=O)c2c1S(=O)(=O)N1CCC(C)CC1
[5] Cc1cc(Nc2cccc(Cl)c2)nc2ccc(NC(=O)Cc3cccc(C(F)(F)F)c3)cc12
[6] Cc1cccc(Oc2nccc(C(F)(F)F)c2C(=O)Nc2ccc(F)cc2F)c1
[7] CCOC(=O)N1CCN(S(=O)(=O)c2ccc(NC(C)=O)cc2)CC1
[8] C#CCN1CCc2onc(-c3ccccc3OC)c2C1=O
Compound	1	2	3	4	5	6	7	8
TGFb inhibitor	15%	7%	-9%	1%	?	-29%	-16%	4%
Nrf2 ARE act	-0.1%	-0.3%	-0.6%	0.1%	-2.1%	0.1%	-0.4%	-0.8%
Akt phos inh	i	·	i	·	·	i	i	i
A549 viability	-2%	·	4%	?	?	-1%	2%	·
CCT modulator	-2.4	-0.1	-0.8	·	·	3.5	-0.9	1.0
ATXN viability	i	?	i	i	i	i	i	i
HepG2 tox	13%	-21%	-22%	-18%	-59%	-31%	-14%	8%
Mm-Cpn inhibitor	1%	·	1%	·	·	2%	1%	·
Nrf2 block	7%	·	·	-4%[9.27 µM]	?	-14%	-4%	·

[9] O=C(Cc1ccccc1F)Nc1nc(-c2ccc(F)c(F)c2)cs1
[10] O=C(O)CC(SCC(=O)Nc1ccc(S(=O)(=O)N2CCCC2)cc1)C(=O)O (stereo not drawn)
[11] Cc1ccc(-n2c(C)nnc2SCC(=O)NC2CCCC2)cc1
[12] O=C(CN(Cc1ccco1)C(=O)CNS(=O)(=O)c1ccc(F)cc1)NCCc1ccccc1
[13] N#C/C(=C\c1ccc(OC(=O)c2ccc(Cl)s2)cc1)c1nc2ccccc2[nH]1
[14] CCCSc1nc2c(c(=O)[nH]1)C(c1ccc(F)cc1F)CC(=O)N2 (stereo not drawn)
[15] Cc1ccccc1NC(=O)CCNS(=O)(=O)c1ccc2[nH]c(=O)oc2c1
[16] COc1ccc(CN2CCNC(=O)C2CC(=O)NC2CCCCCC2)c(F)c1 (stereo not drawn)
Compound	9	10	11	12	13	14	15	16
TGFb inhibitor	?	-10%	-11%	-17%	76%[activator]	15%	24%	-10%
Nrf2 ARE act	5.4%	-0.1%	-0.5%	-0.6%	9.1%	4.4%	0.4%	1.9%
Akt phos inh	i	i	i	i	i	·	i	i
A549 viability	-7%	1%	0%	-4%	-9%	9%	-1%	-7%
CCT modulator	-0.1	2.2	-1.3	-1.3	0.6	·	-0.9	0.0
ATXN viability	i	i	i	i	?	i	i	i
HepG2 tox	-36%	5%	-51%	-3%	2%	-3%	-4%	-34%
Mm-Cpn inhibitor	1%	-1%	-5%	0%	-1%	·	-2%	-3%
Nrf2 block	23%	-9%	-1%	-12%	6%	-5%	-8%	1%

[17] O=C(CCc1nnc(Cc2c[nH]c3ccccc23)o1)NCCC1CCCCO1 (stereo not drawn)
[18] Cc1ccc2c(c1)C1CN(C)CCC1N2C(=S)Nc1ccc(OC(F)F)cc1 (stereo not drawn)
[19] Cc1nc2ccc(C(=O)OCC(=O)N(C)c3ccccc3)cc2nc1C
[20] Cc1c(NC(=O)c2sc3ccccc3c2Cl)cccc1-c1nc2ccccc2o1
[21] CN(C)S(=O)(=O)c1cccc(NC(=O)C2CCCN(C(=O)c3ccc(Cl)cc3)C2)c1 (stereo not drawn)
[22] COc1ccc(S(=O)(=O)N2CCCCC2c2cc(C(=O)Nc3ccc(OC)cc3C)no2)cc1 (stereo not drawn)
[23] COc1ccc(-c2nc(-c3ccccc3)ncc2S(C)(=O)=O)cc1
[24] Cc1nc(NC(=O)CN2CCOCC2)sc1C(=O)N(C)C
Compound	17	18	19	20	21	22	23	24
TGFb inhibitor	-10%	-3%	12%	17%	-23%	-22%	-19%	1%
Nrf2 ARE act	1.8%	2.7%	0.1%	5.0%	4.6%	2.8%	0.8%	-1.0%
Akt phos inh	i	i	i	·	i	i	i	i
A549 viability	·	-4%	7%	-1%	·	·	0%	0%
CCT modulator	-0.3	2.5	-3.2	·	-2.2	-0.8	-0.1	0.6
ATXN viability	i	i	i	i	?	i	i	i
HepG2 tox	1%	-21%	-48%	-11%	-33%	-17%	-12%	1%
Mm-Cpn inhibitor	·	1%	-2%	·	·	·	-4%	-2%
Nrf2 block	·	?	15%	0%	·	·	16%	3%

[25] COc1ccc(C(=O)N/C(=C\c2ccc3c(c2)OCO3)C(=O)Nc2cccc(C(=O)O)c2)cc1
[26] CC1=CC2=NC(=O)/C(=C\c3cccn3CCOc3cccc(C)c3)C(=N)N2O1
[27] COC(=O)c1nc[nH]c1C(=O)OC
[28] Cc1nc2ccc3[nH]snc3c2n1
[29] Cc1[nH]c2ccccc2c1CCNC(=O)CCC(=O)c1ccccc1
[30] COc1ccc(CN(C)CC2CCCN(CCc3ccc(F)cc3)C2)cc1OC (stereo not drawn)
[31] O=C(CCn1nc(-c2ccccc2)ccc1=O)NCCCN1CCCCCC1
[32] Cc1csc2nc(CCNS(=O)(=O)c3ccccc3)cn12
Compound	25	26	27	28	29	30	31	32
TGFb inhibitor	-16%	10%	12%	-3%	-13%	-5%	7%	-5%
Nrf2 ARE act	0.2%	-0.5%	-0.2%	3.2%	-0.6%	-0.2%	-0.8%	-0.6%
Akt phos inh	i	i	i	i	i	i	i	·
A549 viability	1%	-15%	1%	·	1%	-18%	-7%	5%
CCT modulator	-4.6	1.0	-0.5	0.2	2.1	0.0	-1.8	·
ATXN viability	i	?	i	i	i	?	?	·
HepG2 tox	0%	0%	5%	-16%	22%	-39%	-18%	2%
Mm-Cpn inhibitor	1%	-9%	0%	-2%	-3%	0%	0%	·
Nrf2 block	4%	-23%	17%	1%	-5%	0%	?	·

As entered above.
Under Nrf2 ARE act, no. 32 shows -0.6%
Under Nrf2 ARE act, no. 29 shows -0.6%
Under HepG2 tox, no. 27 shows 5%
Under TGFb inhibitor, no. 25 shows -16%

Reformatted: 2 of the compounds above.
Second line of a record – TGFb inhibitor, Nrf2 ARE act, Akt phos inh, A549 viability, CCT modulator, ATXN viability, HepG2 tox, Mm-Cpn inhibitor, Nrf2 block
26. CC1=CC2=NC(=O)/C(=C\c3cccn3CCOc3cccc(C)c3)C(=N)N2O1
  10%, -0.5%, i, -15%, 1.0, ?, 0%, -9%, -23%
30. COc1ccc(CN(C)CC2CCCN(CCc3ccc(F)cc3)C2)cc1OC (stereo not drawn)
  -5%, -0.2%, i, -18%, 0.0, ?, -39%, 0%, 0%

(further entries)
[33] O=C(OCC1CCCN2CCCCC12)c1ccc2c(c1)OCO2 (stereo not drawn)
[34] Cc1cccc(C(=O)NC(C(=O)Nc2nc(-c3ccccn3)cs2)C(C)C)c1 (stereo not drawn)
[35] CC(=O)c1ccc(NC(=S)N2CCCCCC2)cc1
[36] O=C(OCc1ccccc1Cl)C1CC(=O)N(Cc2ccco2)C1 (stereo not drawn)
[37] O=C(COc1ccc(-n2cnnn2)cc1)NCCc1ccc(F)cc1
[38] CC(C)(C)N1CC2([N+](=O)[O-])CN(C(C)(C)C)CC([N+](=O)[O-])(C1)C2
[39] COc1ccc(NC(=O)N(Cc2nnc3n2CCCCC3)c2ccc(OC)c(Cl)c2)cc1
[40] O=C(CCCCC(=O)Nc1ccccc1Cl)Nc1ccccc1Cl
Compound	33	34	35	36	37	38	39	40
TGFb inhibitor	0%	?	37%[activator]	0%	-3%	0%	9%	-20%
Nrf2 ARE act	0.7%	0.3%	3.0%	5.5%	0.2%	2.5%	-1.5%	-0.3%
Akt phos inh	i	i	i	i	i	i	·	i
A549 viability	10%	?	1%	2%	0%	-9%	-5%	0%
CCT modulator	0.7	-1.6	-1.6	-0.7	0.1	-2.2	·	0.3
ATXN viability	i	?	i	i	i	i	i	i
HepG2 tox	6%	-6%	17%	-20%	-9%	-2%	-4%	-8%
Mm-Cpn inhibitor	-1%	-2%	1%	1%	0%	0%	·	1%
Nrf2 block	11%	?	7%	5%	-5%	·	·	?

Retrieved one by one from above (two):
[39] COc1ccc(NC(=O)N(Cc2nnc3n2CCCCC3)c2ccc(OC)c(Cl)c2)cc1
[38] CC(C)(C)N1CC2([N+](=O)[O-])CN(C(C)(C)C)CC([N+](=O)[O-])(C1)C2
Compound	39	38
TGFb inhibitor	9%	0%
Nrf2 ARE act	-1.5%	2.5%
Akt phos inh	·	i
A549 viability	-5%	-9%
CCT modulator	·	-2.2
ATXN viability	i	i
HepG2 tox	-4%	-2%
Mm-Cpn inhibitor	·	0%
Nrf2 block	·	·

Following part.
[41] Cc1csc(=O)n1CC(=O)OCC(=O)NNC(=O)c1ccccc1
[42] CC(=NNC(=S)Nc1ccccc1Cl)c1ccccn1
[43] CC(C)c1ccccc1OCC(=O)N(C)CC(=O)Nc1ccc(F)cc1
[44] Cc1cccc(Cc2nnc(CCC(=O)N(CC3CC3)CC3CCCO3)o2)c1 (stereo not drawn)
Compound	41	42	43	44
TGFb inhibitor	-11%	?	?	0%
Nrf2 ARE act	0.1%	0.8%	0.4%	6.2%
Akt phos inh	i	i	i	i
A549 viability	-3%	?	-6%	1%
CCT modulator	-2.3	-1.8	-1.9	1.1
ATXN viability	?	?	i	i
HepG2 tox	11%	3%	-25%	-16%
Mm-Cpn inhibitor	-16%	·	-3%	1%
Nrf2 block	14%	?	-15%	177%
